Pin1 inh = human Pin1 inhibition; Q13526; Pin1 FP peptide displacement, HiFluor488, 10 min; Potency, µM (series often up to 115 µM), for the others: at the top dose activity, negative = inhibition, most hits filed as inhibitors; hit rate 0.009% among 390,000; AID 504891; active = well fitted inhibition curve with a large enough effect in the polarisation, with a control signal flat, not every such curve was filed as active; inconclusive = small, poorly fitted or top-dose-only effect, or effect the other way, or a change in a side signal; inactive = no such curve, though single readings can be large or run the other way; the % refers to the polarisation; note: % is set by controls: 0 for no effect and ±100 for the full control effect
Target sequence (Q13526 whole entry, looked up): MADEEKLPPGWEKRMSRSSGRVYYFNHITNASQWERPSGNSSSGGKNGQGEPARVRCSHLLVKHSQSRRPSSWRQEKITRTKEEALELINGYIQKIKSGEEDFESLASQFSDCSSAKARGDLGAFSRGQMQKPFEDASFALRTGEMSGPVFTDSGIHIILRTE
HP1b binding inh = inhibitors of HP1-beta chromodomain binding to methylated histone tails | P83916 | AlphaScreen HP1-beta / biotin-H3K9me3 peptide binding | Potency, µM (series often up to 114 µM), for inactives: at the highest dose activity change, negative = inhibition, hits mostly inhibitors | hit rate 0.56% among 390,000 | AID 540317; note: nearly all actives have a fitted effect of over 70% in size; inactives centre near 23
Target sequence (P83916 whole entry, looked up): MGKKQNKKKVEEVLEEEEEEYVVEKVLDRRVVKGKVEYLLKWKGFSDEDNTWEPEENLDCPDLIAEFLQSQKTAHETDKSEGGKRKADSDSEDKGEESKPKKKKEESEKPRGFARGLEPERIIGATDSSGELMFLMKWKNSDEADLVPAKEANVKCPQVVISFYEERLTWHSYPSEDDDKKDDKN
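HP1-beta protein (50 nM final) preincubated 30 min at room temperature with biotinylated H3(1-18)K9me3 peptide (50 nM) in PBS pH 7.4, 0.01% Tween-20, then compound added for 30 min. AlphaScreen streptavidin donor/nickel chelate acceptor beads (10 ug/mL final), 30 min dark, luminescence read.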
PGK inhibitor = blocks T. brucei phosphoglycerate kinase; P07378; PGK/GAPDH coupled, Kinase-Glo luminescence, 60 min; Potency, µM (highest dose often 57.5 µM), for inactives: top-dose activity change, negative = inhibition, usual class: inhibitors; hit rate 0.043% among 380,000; AID 602233; note: % is set by controls: 0 for no effect and ±100 for the full control effect; nearly all actives have a fitted effect of over 60% in size
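Recombinant glycosomal PGK reaction used 1,3-bisphosphoglycerate generated in-well by GAPDH (100nM final) in 100mM TEA pH 7.6, 5mM MgCl2, 0.01% Tween-20. After 60 minutes at room temperature, ATP was read by Kinase-Glo Plus luminescence end-point.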
RGS4 inh = inhibitors of human regulator of G protein signaling 4 | hit rate 0.039% among 390,000 | Transcreener GDP fluorescence polarization, RGS4-accelerated GTP hydrolysis | Potency, µM (doses to about 114 µM), for the others: top-dose activity change, negative = inhibition, most hits filed as inhibitors | P49798 | AID 504845; note: % is set by controls: 0 for no effect and ±100 for the full control effect; nearly all actives have a fitted effect of over 75% in size; some results filed as inactive show a strong effect at the top dose
Target sequence (P49798 whole entry, looked up): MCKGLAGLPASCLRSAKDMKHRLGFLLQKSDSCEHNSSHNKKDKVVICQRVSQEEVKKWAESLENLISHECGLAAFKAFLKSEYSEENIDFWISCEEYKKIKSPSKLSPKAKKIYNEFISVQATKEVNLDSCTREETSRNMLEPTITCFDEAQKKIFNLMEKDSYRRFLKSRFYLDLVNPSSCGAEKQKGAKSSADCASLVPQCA
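MLSMR compounds (23 nl, pin-transferred) preincubated 10 min at room temperature with a 500nM (2x) first reagent, then RGS4 at 900nM (2x) plus Transcreener GDP mix added; fluorescence polarization (620/688 nm) read before and after 90 min at 30 °C.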
TrxR1 inh = inhibitors of rat thioredoxin reductase 1; O89049; recombinant rTrxR1, NADPH fluorescence consumption, selenite substrate; Potency, µM (top dose mostly 114 µM), for the others: at the top dose activity change, negative = inhibition, actives largely listed as inhibitors; hit rate 1% among 390,000; AID 588453; note: % is set by controls: 0 for no effect and ±100 for the full control effect; nearly all actives have a fitted effect of over 65% in size
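Rat TrxR1 (90 nM in the dispensed reagent) was pre-reduced with 400 uM NADPH for 5 min at room temperature, then incubated with compound for 15 min. After 400 uM selenite was added, NADPH fluorescence (Ex 340/Em 450 nm) was followed for 8 min.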
GLS inh = inhibitors of human glutaminase (GLS) | GLS enzymatic activity, qHTS titration | Potency, µM (titrated, usually from 45.5 µM), inactives show top-dose activity change, negative = inhibition, usual class: inhibitors | hit rate 0.21% among 410,000 | O94925; note: % is set by controls: 0 for no effect and ±100 for the full control effect
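Enzyme dispensed in phosphate buffer (45 mM, pH 8.2, 0.02% Tween-20), compounds pinned in, then 1 mM L-glutamine solution and the glutamate oxidase–HRP–Amplex Red mix added; fluorescence read immediately and again after 30 min at room temperature.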
JMJD2A Tudor inh = inhibitors of human JMJD2A Tudor domain; AID 504339; AlphaScreen JMJD2A-Tudor / H3K4me3 peptide binding; hit rate 4.4% among 390,000; O75164; Potency, µM (series often up to 114 µM), for inactives: at the top dose activity change, negative = inhibition, actives largely listed as inhibitors; note: % is set by controls: 0 for no effect and ±100 for the full control effect; nearly all actives have a fitted effect of over 50% in size
12-LOX inh = ALOX12 (human) lipoxygenase inhibition | hit rate 1.1% among 580,000 | P18054 | AID 1671190 | Potency, µM (highest dose often 108 µM), for inactives: at the top dose activity change, negative = inhibition, most hits filed as inhibitors | purified 12hLO, xylenol orange hydroperoxide absorbance; note: % is set by controls: 0 for no effect and ±100 for the full control effect
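Purified human 12hLO at 150 nM in 25 mM Hepes, 0.01% Triton X-100, pH 7.0, preincubated 15 min at room temperature with compound. Reaction started with 40 uM arachidonic acid, 30 min at room temperature. Hydroperoxide measured by Fe-xylenol orange, 573/405 nm absorbance ratio.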
ERG-DNA inh = blocks human ERG Ets domain binding to DNA. hit rate 0.028% among 370,000. AID 624246. fluorescence polarization, His-ERG Ets domain / labelled DNA. Potency, µM (highest dose often 76.9 µM), inactives show at the top dose FP activity, negative = inhibition, actives largely listed as inhibitors. P11308; active = well fitted inhibition curve with a large enough effect in the polarisation, with a control signal flat; inconclusive = small, poorly fitted or top-dose-only effect, or effect the other way, or a change in a side signal; inactive = no such curve, though single readings can be large or run the other way; the % refers to the polarisation;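 note: polarization taken with two DNA probes labelled with fluorescein and Texas red; % of control where 0% means no effect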
Target sequence (P11308 whole entry, looked up, the tested form may be a part): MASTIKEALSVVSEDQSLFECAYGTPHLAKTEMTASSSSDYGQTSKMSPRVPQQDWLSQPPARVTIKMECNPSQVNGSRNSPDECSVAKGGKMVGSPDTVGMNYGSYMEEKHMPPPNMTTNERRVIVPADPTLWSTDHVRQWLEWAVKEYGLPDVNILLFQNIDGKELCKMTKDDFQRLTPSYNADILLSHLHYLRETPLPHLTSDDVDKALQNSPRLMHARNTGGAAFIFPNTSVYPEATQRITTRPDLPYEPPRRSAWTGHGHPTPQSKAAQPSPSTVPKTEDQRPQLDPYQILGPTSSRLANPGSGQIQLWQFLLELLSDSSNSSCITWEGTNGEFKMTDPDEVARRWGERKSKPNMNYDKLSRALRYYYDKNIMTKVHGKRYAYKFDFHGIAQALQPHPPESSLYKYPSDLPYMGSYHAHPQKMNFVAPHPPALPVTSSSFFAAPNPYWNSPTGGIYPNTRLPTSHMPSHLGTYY
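His-tagged ERG Ets domain (1 uM in the protein solution; 300mM KCl, 50mM Tris-HCl, 1mM EDTA, 1mM DTT, pH 7.5) received compound, then a probe mix of 5 nM fluorescein-DNA and 100nM Texas-615-DNA. Fluorescence polarization was read for both dyes.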
An asterisk follows results filed as active; i = inactive; ? = inconclusive; / = no result given; & = joins results of further samples; [ ] = dose if it differs, or a comment. Unless noted, calls come from the whole dose curve; as a rule, active = well fitted curve in the direction sought with a large enough effect; inconclusive = small, poorly fitted or top-dose-only effect, or another doubt; inactive = no such curve, though single readings can be large; an effect the other way counts as inactive or inconclusive. Potency is the fitted concentration of half-maximal effect.

compound	ERG-DNA inh	PGK inhibitor	HP1b binding inh	JMJD2A Tudor inh	GLS inh	RGS4 inh	12-LOX inh	Pin1 inh	TrxR1 inh
COc1cccc(CNC(=O)CN(c2cc(C)cc(C)c2)S(=O)(=O)c2c(C)noc2C)c1	-2%	9%	36%[activator]	-16%	-1%	-2%	28%	-4%	0%
C/C=C1\COC(C(=O)NCc2ccccc2)(C(F)(F)F)C=C1C=C1CCCCC1 (stereo not given)	-2%	-1%	77%&46%[activator]	8%&-25%	-3%	6%&-44%	?	-5%&7%	1µM*
Cn1c(=O)c2cc(C(=O)N3CCN(c4ccc(Cl)cc4)CC3)sc2c2ccccc21	-5%	i	41%[activator]	1%	-9%	19%	-1%	1%	5%
O[C@@H](c1cc(C(F)(F)F)nc2c(C(F)(F)F)cccc12)[C@H]1CCCCN1	5%	-3%	11%&19%	-28%&-18%	-1%&5%	12%&28%	-29%	0%&0%	16%&1%
Cc1ccc(SCc2c(C(=O)N/N=C/c3cccnc3)nnn2-c2nonc2N)cc1	-3%	-1%	49%[activator]	-17%	-6%	2%[56.9 µM]	-12%	4%	-10%
O=C(Nc1ccccn1)c1cccc(S(=O)(=O)N2CCOCC2)c1	-2%	-5%	30%	-12%	-5%	-15%	0%	-11%	24%[57.1 µM]
O=C(c1ccc(OC2CCN(CCc3ccccc3)CC2)cc1)N1CCCC1	-10%	-5%	26%	-1%	-2%	-48%	-4%	0%	12%
Cc1cc2c(cc1S(=O)(=O)NCc1ccc(F)cc1)n(C)c(=O)c(=O)n2C	0%	5%	23%	-8%	3%	13%	-27%	15%	14%
N#Cc1ccccc1OCC(=O)N(C1CCCCC1)C1CCS(=O)(=O)C1 (stereo not given)	-3%	-2%	0%	-19%	7%	17%	-6%	-1%	0%
COc1cc([N+](=O)[O-])ccc1NC(=O)CSc1nccn1C	-8%	-14%	12%	-32%	-8%	-3%	-2%	-5%	8%
CCOC(=O)C1=C(C)c2ccccc2OC1C(=O)OCC (stereo not given)	-9%	1%	44%[activator]	-4%	0%	6%	-17%	2%	7%
COC(=O)Cn1cc(C(=O)c2cccs2)c2ccccc21	1%	-4%	33%	-7%	-1%	-19%	-25%	-6%	-8%
Cc1nn(-c2ccccc2)c(C)c1/C=N/NC(=O)c1cc(C23CC4CC(CC(C4)C2)C3)[nH]n1	-6%	4%	43%[activator]	-30%[11.4 µM]	0%	-8%[11.4 µM]	i	8%	3%[57.1 µM]
CC(C)(C)C1CCC(=O)N(CCC#N)CC1 (stereo not given)	3%	i	58%[activator]	-3%	0%	-5%	3%	?	17%&10%
Cc1cccc(C)c1-n1ncc(C(=O)NCc2ccc3c(c2)OCO3)c1C1CCN(C(=O)OC(C)(C)C)CC1	-2%	-5%	40%	-24%	-3%	-19%	?	5%	7%
COCCCNC(=O)/C(C#N)=C/c1cccc(NC(=O)c2ccccc2Cl)c1	-5%	i	5%	-13%	-17%	-19%	0%	?	?
O=C(NCCc1ccc(Cl)cc1)C1CCN(S(=O)(=O)c2ccc(Br)s2)CC1	3%	-1%	-4%	-16%	-8%	5%	1%	4%	10%[57.1 µM]
Cc1csc(N(C(=O)CCNC(=O)c2ccc([N+](=O)[O-])cc2)c2ccccc2)n1	-2%	/	-3%	-33%	-7%	32%	-6%	1%	20%
CCOC(=O)NC(Nc1ccc(S(N)(=O)=O)cc1)(C(=O)OCC)C(F)(F)F (stereo not given)	2%	0%	28%	-7%	3%	4%	0%	0%	10%
COc1ccccc1CC(=O)N(Cc1ccccc1)c1ccc(C)cc1	-4%	0%	70%[activator]	10%	-1%	-2%	-5%	11%	21%
O=C1CC(c2nc(-c3cccc(Cl)c3)no2)CN1c1ccc2c(c1)OCCO2 (stereo not given)	2%	i	71%[activator]	-24%	4%	-24%	-12%	18%	26%[57.1 µM]
O=C(NCc1ccccc1)C(=O)NCC1OCCN1C(=O)c1cccs1 (stereo not given)	4%	4%	24%	-8%	6%	15%	-16%	1%	-6%
CCOc1ccc2nc(SCC(=O)N3CCCc4ccccc43)sc2c1	-1%	-2%	53%[activator]	60%[activator]	3%	11%	-21%	22%	-6%
Cc1c(C(=O)NCc2ccccc2Cl)sc2nc(-c3ccc(F)cc3)cn12	4%	-1%	25%[57 µM]	-4%	1%	-8%	0%	12%	4%[57.1 µM]
Cc1c(CCC(=O)NCCCCCC(=O)O)c(=O)oc2cc3occ(-c4ccccc4)c3cc12	5%	-9%	35%	-6%	14%	-13%	i	23%	-2%
CCN1C(=O)N(C(C)=O)C2C1N(C(C)=O)C(=O)N2C(C)=O (stereo not given)	3%	-1%	19%	3%	-2%	-4%	-6%	-3%	11%[57.1 µM]
CCC1CN(C(=O)N2CCC(C(=O)Nc3ccccc3F)CC2)c2ccccc2O1 (stereo not given)	-2%&-1%	3%&-2%	22%&2%	-8%&-17%	3%&3%	18%&0%	2%&0%	-5%&2%	22%&11%
CCOC(=O)CCSc1nc(N2CCOCC2)c2c(c1C#N)CC(C)(C)OC2	-21%	-3%	-22%	8%	-6%	-16%	0%	7%	-4%[57.1 µM]
Cc1ccc(S(=O)(=O)N2CCCCC2)cc1NC(=O)COC(=O)C1(C)CC1(Cl)Cl (stereo not given)	-9%	-7%	25%	-19%	-2%	-14%	25%	2%	-4%
Cc1c(NC(=O)c2ccc(S(=O)(=O)N(C)C)cc2)cccc1-n1cnnn1	-5%	-3%	38%[activator]	2%	1%	-10%	22%	-6%	18%

Fetched by compound from above, 2 records:
compound	ERG-DNA inh	PGK inhibitor	HP1b binding inh	JMJD2A Tudor inh	GLS inh	RGS4 inh	12-LOX inh	Pin1 inh	TrxR1 inh
COc1cc([N+](=O)[O-])ccc1NC(=O)CSc1nccn1C	-8%	-14%	12%	-32%	-8%	-3%	-2%	-5%	8%
O=C(Nc1ccccn1)c1cccc(S(=O)(=O)N2CCOCC2)c1	-2%	-5%	30%	-12%	-5%	-15%	0%	-11%	24%[57.1 µM]

Next section.
compound	ERG-DNA inh	PGK inhibitor	HP1b binding inh	JMJD2A Tudor inh	GLS inh	RGS4 inh	12-LOX inh	Pin1 inh	TrxR1 inh
COc1ccc(S(N)(=O)=O)cc1C(=O)NC1CCCc2ccccc21 (stereo not given)	7%	i	10%	-18%	-3%	-5%	-27%	-1%	16%
Cc1nc(N)sc1-c1csc(Nc2cccc(C(=O)O)c2)n1	24%	-9%	-1%	?	-14%	?	?	?	-1%
O=C(CN1CCCCCC1)Nc1ccc(F)c(F)c1	6%	-11%	?	8.9µM*	24%	-15%	?	-2%	-15%
C=CCNC(=O)c1onc(CSc2ccccc2)c1C(=O)NCC=C	-1%	10%	47%[activator]	4%	1%	15%	-17%	3%	-18%
COCCCNC(=O)c1cnc2sc(N3CCCCC3)nn2c1=O	-10%	2%	24%	2%	-2%	-4%	-6%	-5%	26%[57.1 µM]
COc1ccc(/C=N/n2cnc3c([nH]c4ccc(C)cc43)c2=O)cc1CN1CCCC1	7%	-6%	-24%	?	4%	-5%	-25%	21%	-4%
CCCCn1c(=N)n(CC(=O)c2ccc(Br)s2)c2ccccc21	16%	i	23%	-17%	5%	1%	-27%	4%	21%
CC(C)C(C)(C#N)NC(=O)CSc1nnc(-c2ccncc2)n1Cc1ccccc1 (stereo not given)	9%	-1%	?	71µM*	25%	-52%	14%	-4%	30%
O=C(Cn1c(=O)c(CNc2ccccc2)cc2cc3c(cc21)OCCO3)Nc1ccccc1Cl	-2%	-7%	52%[activator]	?	-18%	?	4%	-2%	-37%
Cc1[nH]c2ccccc2c1C(=O)C(C)OC(=O)c1ccccc1NCCO (stereo not given)	2%	10%	74%[activator]	-14%	-5%	-26%	?	?	11%
O=C(Cc1ccccc1[N+](=O)[O-])NCCCN1CCOCC1	1%	2%	13%	-11%	-9%	3%	26%	0%	20%[57.1 µM]
CSc1ccc(C#N)cc1NC(=O)c1ccc(Cl)cc1	3%	-1%	26%	13%	-13%	-28%	381%[activator]	-2%	24%[57.1 µM]
Cn1nnnc1Sc1ncnc2scc(-c3ccc(-c4ccccc4)cc3)c12	/	0%	50%[activator]	-15%&-19%	-3%	17%	-1%	23%&23%	22%
COc1ccccc1/C=C(/C(=O)OCC(=O)NCc1ccccc1)c1ccccc1	-13%	-5%	46%[activator]	-18%	-5%	-9%	2%	-4%	21%
Nc1cc(=O)[nH]c(=O)n1-c1ccc(Cl)cc1	6%	-16%	2%	-7%	2%	-28%	0%	0%	3%[57.1 µM]
C[N+]1(CC(=O)OC2CCCCCCCCCCC2)CCCC1	5%	2%	10%	?	0%	22%	45µM*	1%	16%[57.1 µM]
COc1ccc(NC(=O)c2cnc[nH]2)cc1	-2%	-7%	45%[activator]	-10%	4%	-28%	0%	-6%	?
COc1ccc(-c2noc(CN(C)S(=O)(=O)c3ccccc3)n2)cc1OC	0%	-2%	17%	-13%	4%	-43%	-8%	11%	4%[57.1 µM]
COc1ccc(CCNC(=O)CSCC(=O)Nc2ccccc2)cc1OC	5%	-1%	15%	-15%	1%	28%	-7%	-4%	6%[57.1 µM]
CN(C)S(=O)(=O)c1cc(C(=O)NCCCn2ccc3ccccc32)ccc1Cl	0%	0%	16%	-29%	7%	32%	8%	8%	13%
O=C(Nc1ccccn1)C(F)(F)C(F)(F)C(F)(F)C(F)(F)C(=O)Nc1ccccn1	/	3%	8%	?	8%	-23%	-16%	-2%	-5%

Some of the compounds tested, so the mix of outcomes need not match the whole.
